# High-throughput results from PubChem.
# GPR35 arrestin U2OS: inhibition of zaprinast-stimulated GPR35 beta-arrestin translocation – imaging, U2OS, beta-arrestin-GFP, zaprinast agonist, primary screen (AID 2058). U2OS GPR35 beta-arrestin-GFP translocation imaging, zaprinast antagonism; higher % means a stronger effect. one-dose inhibition, % at 10 µM; IC50 in µM for titrated hits. actives 0.052% (n = 290,000);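 active = inhibition of at least 50% with at least 30 cells and total cytoplasm GFP at most 10,000,000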
# West Nile antiviral: West Nile virus antiviral activity, cell-based, CPE readout (AID 1621). West Nile virus-infected cells, CPE inhibition; higher % means a stronger effect. CPE inhibition, % at 10 µM, or IC50 in µM where a hit was titrated. actives 0.02% (n = 290,000); in the data active = a potency from the dose series; also: strong numbers were not always called active
# GPR55 antagonists: inhibition of LPI-stimulated GPR55 beta-arrestin translocation – imaging, U2OS, beta-arrestin-GFP, LPI agonist, primary screen (AID 2013). U2OS GPR55 beta-arrestin-GFP translocation imaging, LPI antagonism; higher % means a stronger effect. actives 0.13% (n = 290,000). inhibition, % at 10 µM; hits with a dose series show IC50 in µM;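 active = spots per cell inhibited over 60%, with over 100 cells counted and total cytoplasm intensity under 500,000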;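 also: U2OS cells stably carrying GPR55 and arrestin-GFP stimulated by 5 µM LPI near EC80; imaged beta-arrestin-GFP aggregate spots per cell after agonist stimulation; plate controls were LPI-stimulated DMSO wells for no effect and DMSO wells without LPI for full effect; some results filed as inactive read as strong as hits; confirmed hits need IC50 under 10 µM and bright autofluorescent wells are also inconclusive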
# NTR1 agonist: agonists of NTR1, primary screen, imaging, U2OS cells, beta-arrestin-GFP, high content (AID 493036); actives 0.17% (n = 330,000); activation, % at 20 µM; NTR1-U2OS beta-arrestin-GFP spot imaging, agonist mode; P30989;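 active = activation at or above 40% of the spot to cytoplasm intensity ratio, with at least 20 cells analyzed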;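 also: 0% = DMSO without peptide and 100% = 100 nM NTR1 peptide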
# Target sequence (P30989 whole entry, looked up): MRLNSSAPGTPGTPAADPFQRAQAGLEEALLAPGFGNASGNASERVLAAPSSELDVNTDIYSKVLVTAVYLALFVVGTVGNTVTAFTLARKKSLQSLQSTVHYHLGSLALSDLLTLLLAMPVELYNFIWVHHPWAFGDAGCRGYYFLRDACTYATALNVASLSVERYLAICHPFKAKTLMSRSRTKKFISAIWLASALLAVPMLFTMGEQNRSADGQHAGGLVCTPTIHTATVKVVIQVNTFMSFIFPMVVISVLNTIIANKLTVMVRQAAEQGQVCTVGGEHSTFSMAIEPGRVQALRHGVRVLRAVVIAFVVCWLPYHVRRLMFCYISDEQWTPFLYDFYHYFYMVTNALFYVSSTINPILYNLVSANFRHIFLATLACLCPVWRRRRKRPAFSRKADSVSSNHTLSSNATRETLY
# KOR beta-arrestin-1: KOR agonists, beta-arrestin recruitment, primary screen, cell-based, luminescence, uHTS (AID 1777). actives 0.02% (n = 280,000). one-dose activation, % at 10 µM; EC50 in µM for titrated hits. KOR beta-arrestin recruitment, luminescence; higher % means a stronger effect; in the data active = activation above about 50%, passing the limit was not always enough; also: a part of the inactive calls stands beside numbers as strong as those of hits
# Salmonella PhoP GFP: inhibitors of PhoP regulon expression, primary screen, Salmonella Typhimurium, GFP reporter (AID 1863) | S. Typhimurium PhoP-regulated promoter GFP reporter, 4 h; higher % means a stronger effect | actives 0.16% (n = 300,000) | one-dose inhibition, % at 50 µM; IC50 in µM for titrated hits;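 active = inhibition over 29.93%, a cutoff 3 SD above the screen mean, later confirmed by dose response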;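 also: 0% = low Mg2+ inducing control and 100% = high Mg2+ repressing control; strong numbers were not always called active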
# T cell HTS: modulates CD8 T cell binding to vesicles; 2C CD8+ T cell-vesicle binding, flow cytometry; hits give low values; calls only at 7 µM; actives 0.068% (n = 330,000); AID 2052;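 active = response, share of CD8 T cells binding vesicles, and their 90th percentile fluorescence all below set limits, cut at about 80% in these data, passing the limit was not always enough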
#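 Material: murine 2C transgenic CD8+ T lymphocytes / Also added: QL9-peptide-loaded Drosophila micro-vesicles bearing Ld, ICAM-1 and B7-1 / Schedule: binding step 1.5 h, 37 °C, antibody labelling 20 min, ice / Signal: flow cytometry, PE anti-B7-1 (FL2) versus Alexa647 anti-CD8 (FL8), PFA-fixed / Evaluation: percent CD8+ FL2 mean versus row control / Benchmarks: naked versus QL9-loaded vesicles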
# KOR beta-arrestin-2: kappa opioid receptor blockers – cell-based, luminescence, uHTS (AID 1778); KOR beta-arrestin recruitment, luminescence, antagonist mode; higher % means a stronger effect; inhibition, % at 10 µM; hits with a dose series show IC50 in µM; actives 0.091% (n = 290,000); in the data active = inhibition above about 50%; also: strong numbers were not always called active
# GPR55 beta-arrestin: selective activators of receptor GPR55 – imaging, U2OS cells, beta-arrestin-GFP redistribution, primary screen (AID 1961); U2OS GPR55 beta-arrestin-GFP redistribution imaging; higher % means a stronger effect; actives 0.048% (n = 290,000); activation, % at 10 µM; hits with a dose series show EC50 in µM;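 active = activation above 40% with more than 50 cells counted in the well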;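 also: U2OS osteosarcoma cells stably expressing GPR55 and beta-arrestin-GFP; plate controls were DMSO negative control for no effect and LPI positive control for full effect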
# T cell HTS vesicle-bound %: further read-out of T cell HTS, marked with its call; double positive events, %; measured here: CD8+ vesicle-bound cell fraction;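 binding gate set so that unloaded-vesicle control wells show 10% double positive cells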
# NTR1 agonist cell count 20 µM: recorded beside NTR1 agonist, whose call it bears; cell count; measured here: cell count, cytotoxicity flag
# * hit, by the source's call; i = inactive; · = not tested or not shown; [ ] = dose if it differs, or a comment. Not a hit list. About 0.62% of those tested had a hit in this group.
SMILES,GPR35 arrestin U2OS,West Nile antiviral,GPR55 antagonists,NTR1 agonist,NTR1 agonist cell count 20 µM,KOR beta-arrestin-1,Salmonella PhoP GFP,T cell HTS,T cell HTS vesicle-bound %,KOR beta-arrestin-2,GPR55 beta-arrestin
COc1ccc(C(C(=O)NCC2CCCO2)N(Cc2ccccc2)C(=O)c2snc(C(N)=O)c2N)cc1OC (stereo unspecified),14%,-0.1%,14%,-1.8,53,1.4%,1%,i,50,2%,-0.2%
O=C(NC(=S)N(Cc1ccccc1)c1ccccn1)C1CC1,7%,-1.1%,-2%,0.6,72,-2.0%,15%,i,62,-3%,-0.2%
CC1CCN(C(=O)C2CCN(S(=O)(=O)c3cc(Cl)ccc3Cl)CC2)CC1,6%,1.0%,19%,4.4,53,3.7%,3%,i,33,24%,-0.1%
Cn1c(/N=C/c2cc(Cl)ccc2O)nc2ccccc21,-14%,0.6%,4%,1.7,69,-3.0%,-4%,i,17,-2%,1.0%
O=C(CSc1cccc[n+]1[O-])Nc1ccc2c(c1)OCCO2,-10%,-0.4%,8%,-0.5,36,-0.2%,3%,i,54,10%,-0.3%
COc1nc(Nc2ccc(O)cc2)nc(OC(C(F)(F)F)C(F)(F)F)n1,8%,-0.1%,18%,2.9,88,-0.7%,-8%,i,56,-31%,-0.1%
COc1ccc(C(C)=O)c2c1OCCO2,-7%,0.1%,-1%,-0.4,66,-2.6%,3%,i,27,-17%,-0.2%
COc1ccc(NC(=O)/C(=C\c2cccnc2)NC(=O)c2cccs2)cc1,-7%,0.0%,8%,3.3,40,-0.6%,-6%,i,9,5%,-0.4%
CCOC(=O)C1(CCc2ccccc2)CCN(C(=O)CCn2cnnn2)CC1,-1%,-0.1%,8%,-1.0,32,-2.7%,-7%,i,62,-3%,1.1%
Cc1cc(OCC(=O)Nc2ccc(CN3CCOCC3)cc2)ccc1Cl,5%,0.0%,-2%,-0.6,46,3.8%,2%,i,47,-32%,-0.1%
CN(c1ccccc1C(=O)Nc1ccc(F)c(F)c1)S(C)(=O)=O,-4%,-0.9%,-1%,-1.1,45,-1.7%,5%,i,66,4%,0.4%
CNc1cncc(C(=O)O)c1,-5%,1.1%,-2%,0.4,88,-3.4%,2%,i,46,11%,-0.4%
Cc1nc2ncnn2c(C)c1Cc1cccc(C(F)(F)F)c1,1%,0.0%,24%,0.3,45,-0.4%,5%,i,62,21%,0.9%
CCOc1ccc(CN2CCN(Cc3nc(C(C)C)cs3)CC2CCO)cc1 (stereo unspecified),46%,-1.3%,-1%,1.5,42,-1.3%,3%,i,63,-7%,-0.2%
CC(C)c1cc(C(=O)NNC(=S)NCc2ccco2)c(O)c(C(C)C)c1,0%,-1.1%,-11%,3.2,69,-2.7%,14%,i,30,22%,-0.3%
COc1ccc(C(=O)Nn2c(C)nc3ccccc3c2=O)cc1OC,-6%,0.7%,0%,-0.1,97,2.7%,-4%,i,42,-28%,-0.1%
COc1ccc(/C(C)=N/NC(=S)NCCc2ccccc2)c(O)c1,8%,-0.8%,-4%,10,50,2.3%,8%,i,52,-23%,-0.1%
CCOC(=O)C1=C(C)NC(C)=C(C(=O)OCC)C1c1cc2ccc(C)cc2[nH]c1=O,9%,0.0%,-21%,0.0,90,-4.0%,4%,i,22,-39%,-0.1%
O=C(COc1ccccc1F)N1CCCc2ccccc21,3%,-0.9%,-7%,1.2,41,0.2%,-16%,i,48,-31%[20 µM],0.0%
COc1cccc(NC(=O)N(Cc2cc3cc(C)cc(C)c3[nH]c2=O)CC2COCCO2)c1 (stereo unspecified),-16%,0.4%,-6%,0.3,63,3.9%,2%,i,59,2%,-0.3%

# Copied from the results shown for reference:
SMILES,GPR35 arrestin U2OS,West Nile antiviral,GPR55 antagonists,NTR1 agonist,NTR1 agonist cell count 20 µM,KOR beta-arrestin-1,Salmonella PhoP GFP,T cell HTS,T cell HTS vesicle-bound %,KOR beta-arrestin-2,GPR55 beta-arrestin
O=C(CSc1cccc[n+]1[O-])Nc1ccc2c(c1)OCCO2,-10%,-0.4%,8%,-0.5,36,-0.2%,3%,i,54,10%,-0.3%
COc1nc(Nc2ccc(O)cc2)nc(OC(C(F)(F)F)C(F)(F)F)n1,8%,-0.1%,18%,2.9,88,-0.7%,-8%,i,56,-31%,-0.1%
COc1ccc(C(C)=O)c2c1OCCO2,-7%,0.1%,-1%,-0.4,66,-2.6%,3%,i,27,-17%,-0.2%
COc1ccc(NC(=O)/C(=C\c2cccnc2)NC(=O)c2cccs2)cc1,-7%,0.0%,8%,3.3,40,-0.6%,-6%,i,9,5%,-0.4%
CCOC(=O)C1(CCc2ccccc2)CCN(C(=O)CCn2cnnn2)CC1,-1%,-0.1%,8%,-1.0,32,-2.7%,-7%,i,62,-3%,1.1%
Cc1cc(OCC(=O)Nc2ccc(CN3CCOCC3)cc2)ccc1Cl,5%,0.0%,-2%,-0.6,46,3.8%,2%,i,47,-32%,-0.1%
CN(c1ccccc1C(=O)Nc1ccc(F)c(F)c1)S(C)(=O)=O,-4%,-0.9%,-1%,-1.1,45,-1.7%,5%,i,66,4%,0.4%

# Remaining list, next part:
SMILES,GPR35 arrestin U2OS,West Nile antiviral,GPR55 antagonists,NTR1 agonist,NTR1 agonist cell count 20 µM,KOR beta-arrestin-1,Salmonella PhoP GFP,T cell HTS,T cell HTS vesicle-bound %,KOR beta-arrestin-2,GPR55 beta-arrestin
CCC(C)NC(=O)c1ccc([N+](=O)[O-])c(Cl)c1 (stereo unspecified),4%,-0.7%,2%,1.4,55,-3.1%,-6%,i,8,-16%,0.0%
O=C(CCN1CCOCC1)NNC(=O)Nc1cccc(C(F)(F)F)c1,8%,0.0%,22%,0.7,51,3.8%,0%,i,13,2%,0.2%
COc1ccc(C(=O)Nc2cccc(NC(=O)c3cccs3)c2)cc1,11%,-1.1%,-6%,1.0,62,-5.1%,11%,i,52,-21%[20 µM],0.1%
CC1=NNC(=O)C1CCC(=O)N/N=C/c1ccco1 (stereo unspecified),-1%,0.3%,10%,-1.2,104,-4.4%,1%,i,54,16%,-0.3%
O=C(CSc1nnc(-c2ccccc2)n1C1CCCCC1)Nc1ccc(S(=O)(=O)Nc2ccccn2)cc1,11%,0.4%,-2%,1.6,38,1.3%,12%,i,64,-13%,-0.1%
O=C(Nc1ccc2oc(-c3ccccc3F)nc2c1)c1ccccc1F,-7%,-1.0%,1%,2.0,62,-5.0%,10%,i,53,-40%[20 µM],0.5%
C/C(N)=C(/C#N)C(=O)COC(=O)c1oc2ccccc2c1COC(C)C,-5%,-0.3%,-1%,3.0,43,-0.5%,-4%,i,3,-10%,1.2%
O=C(CNC(=O)C(c1ccccc1)c1ccccc1)N/N=C\c1ccc2c(c1)OCO2,-16%,-0.4%,-4%,1.6,51,6.7%,-5%,i,43,-11%,-0.3%
N/C(=N\OC(=O)c1cccc(C(F)(F)F)c1)c1cnccn1,21%,-0.4%,14%,0.3,64,2.1%,-6%,i,28,-8%,0.1%
O=C(C1CCCO1)N1CCN(c2ncccn2)CC1 (stereo unspecified),5%,-0.1%,-4%,-0.5,95,2.3%,2%,i,58,-34%,-0.1%
CCc1ccccc1NS(=O)(=O)c1ccc2c(c1)NC(=O)CC(=O)N2,2%,-0.5%,4%,0.9,51,5.7%,9%,i,19,6%,0.0%
CC1=C(C(=O)Nc2ccccc2)C(c2cccs2)n2nnnc2N1 (stereo unspecified),-3%,-0.1%,0%,-0.9,72,-1.0%,-4%,i,34,11%,0.0%
CC(C)(C)N1CC(c2nc3ccccc3n2Cc2ccc(F)cc2)CC1=O (stereo unspecified),0%,-1.1%,10%,0.5,78,0.0%,-2%,i,19,-22%,-0.1%
O=C(O)c1ccc(N/N=C/C(Br)=C/c2ccccc2)cc1,-5%,0.2%,-27%,6.9,70,-1.0%,-4%,i,31,3%,-0.2%
CCOC(=O)N1CCC(Nc2c(OCC)c(=O)c2=O)CC1,-1%,1.1%,-9%,-0.9,74,5.8%,9%,i,50,-22%,-0.1%
Cc1cccc(NC(=O)c2ccc3c(c2)OCCO3)c1C,-12%,-0.1%,-12%,0.3,56,5.9%,9%,i,14,18%,-0.1%
O=C(c1cc2cc(Cl)ccc2oc1=O)N1CCN(c2ccccn2)CC1,4%,-0.4%,-8%,0.7,59,-2.7%,-3%,i,9,-53%[20 µM],-0.1%
Cn1ncc(Cl)c1C(=O)N1CCN(S(=O)(=O)c2ccc(F)cc2)CC1,-5%,0.2%,2%,-0.1,60,2.8%,-2%,i,60,3%,-0.2%
COc1ccc(-n2nnnc2SCC(=O)NNC(=O)c2ccc([N+](=O)[O-])cc2)cc1,7%,-0.2%,4%,-0.2,45,-4.1%,-9%,i,41,-21%,0.6%
CCOC(=O)C1CCN(S(=O)(=O)c2ccc(OC)c(Cl)c2Cl)CC1,10%,-0.2%,4%,-0.1,47,4.1%,1%,i,33,-17%,0.3%
Cc1nc(C)c(C(=O)C2=C(O)C(=O)N(CCCn3ccnc3)C2c2ccccc2)s1 (stereo unspecified),-4%,0.6%,0%,·,·,-1.5%,-9%,·,·,-30%,-0.1%
Cn1c(=O)n(Cc2ccccc2)c(=O)c2c1nc1n2CCCN1CCc1ccccc1,-4%,-0.3%,-5%,4.6,84,-0.8%,3%,i,22,-36%,-0.1%
CCS(=O)(=O)Nc1cccc(-c2nc3cccnc3s2)c1C,4%,0.1%,-4%,-0.6,78,0.7%,8%,i,23,2%,-0.3%
Nc1n[nH]c2c1C1(CCCC1)Cc1ccccc1-2,1%,0.2%,-8%,1.2,46,4.7%,-2%,i,22,-20%,0.0%
Cc1c(C(=O)Nc2ccc(F)cc2)oc2ccc(S(=O)(=O)N3CCC4(CC3)OCCO4)cc12,-2%,0.4%,3%,3.7,42,-2.0%,-2%,i,44,0%,-0.2%
Cc1nn(C)cc1CNC(=O)c1cnn2c1NC(c1ccc(Br)cc1)CC2C(F)(F)F (stereo unspecified),1%,1.7%,11%,0.7,62,2.3%,-9%,i,20,-13%,-0.2%
O=C(Nc1cccnc1Cl)c1ccc(Cl)cc1,-7%,1.2%,9%,1.4,69,-3.0%,-3%,i,37,-19%,-0.1%
Cc1cccc2sc(NC(=O)C3CCCO3)nc12 (stereo unspecified),-1%,-0.3%,-5%,-0.3,48,-4.7%,-3%,i,16,-13%,0.2%
